ERp5 inh – inhibitors of human ERp5. 350,000 tested, 0.05% active. ERp5 insulin aggregation, absorbance 650 nm, 90 min. Q15084. inhibition, % at 9.99 µM;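 active = mean replicate inhibition above about 25%, with every replicate also reaching it, limit read from the data, passing the limit was not always enough; inconclusive = only one of those two criteria met; inactive = neither criterion met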
PglD inh – PglD (C. jejuni) enzyme inhibition | purified PglD enzyme, DTNB colorimetric CoA detection | inhibition, % at 12.5 µM | 360,000 tested, 0.098% active; in the data active = inhibition above about 16%, passing the limit was not always enough; inconclusive = no clear call, values can overlap the other calls; also: strong numbers were not always called active
RAD54 inh – RAD54 (human) branch migration inhibition; Q92698; RAD54 Holliday junction branch migration, FAM/BHQ fluorescence; inhibition, % at 10.4 µM; 360,000 tested, 0.14% active; AID 602329;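 active = mean normalized replicate activity at least 40 and at least half of replicates scoring 40 or more; inconclusive = only one of the two criteria met; inactive = mean below 40 and under half of replicates reaching 40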;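 also: 0% = median of neutral control wells and 100% = median of positive control wells; inhibitors cause a drop in the FAM fluorescence signal; in these data hits start at about 50%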
Target sequence (Q92698 whole entry, looked up): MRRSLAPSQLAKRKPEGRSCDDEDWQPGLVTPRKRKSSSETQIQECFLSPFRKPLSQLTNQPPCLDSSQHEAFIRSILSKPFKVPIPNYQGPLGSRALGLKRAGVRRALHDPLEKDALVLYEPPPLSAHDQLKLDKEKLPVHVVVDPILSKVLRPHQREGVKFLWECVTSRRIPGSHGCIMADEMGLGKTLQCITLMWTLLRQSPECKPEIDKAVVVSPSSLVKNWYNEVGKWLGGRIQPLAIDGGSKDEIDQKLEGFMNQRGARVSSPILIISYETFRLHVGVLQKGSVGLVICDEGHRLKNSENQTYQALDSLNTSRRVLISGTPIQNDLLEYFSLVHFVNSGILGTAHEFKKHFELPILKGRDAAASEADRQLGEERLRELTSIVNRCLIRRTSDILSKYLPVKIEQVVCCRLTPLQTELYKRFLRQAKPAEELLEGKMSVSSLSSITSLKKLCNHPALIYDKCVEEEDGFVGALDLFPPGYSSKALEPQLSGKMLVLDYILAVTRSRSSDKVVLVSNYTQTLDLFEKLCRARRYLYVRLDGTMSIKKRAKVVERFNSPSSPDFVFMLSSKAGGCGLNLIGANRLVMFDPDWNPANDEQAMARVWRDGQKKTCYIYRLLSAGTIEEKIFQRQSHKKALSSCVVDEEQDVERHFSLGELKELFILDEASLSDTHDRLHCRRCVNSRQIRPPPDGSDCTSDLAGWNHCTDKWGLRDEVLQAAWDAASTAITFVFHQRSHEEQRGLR
RAD52 anneal inh – RAD52 (human) annealing inhibition; P43351; recombinant RAD52 DNA annealing, FRET fluorescence; inhibition, % at 18.7 µM; 360,000 tested, 0.46% active; AID 651710;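 active = every replicate showing at least 50% inhibition; inconclusive = mean inhibition at least 50% but not in every replicate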
esBAF inh – inhibitors of esBAF chromatin remodeling in mouse ES cells. Bmi1-luciferase knock-in reporter, 24 h; 100% = twice the neutral-well signal. reporter increase, % at 12.5 µM. 350,000 tested, 2% active; in the data active = activation above about 40%; inconclusive = no clear call, values can overlap the other calls;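 also: 0% = median of the plate's neutral control wells and 100% = double that signal; a rise in the Bmi1 reporter signal indicates esBAF inhibition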
Casp6 inh – blocks human caspase-6 cleavage activity; P55212; purified caspase-6, Z-VEID-R110 cleavage fluorescence; inhibition, % at 12.5 µM; 350,000 tested, 0.53% active;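 active = mean inhibition across replicates at least about 35%, with every replicate also reaching that limit, limit read from the data; inconclusive = only one of the two criteria met; inactive = neither criterion met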;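 also: 0% = median of neutral control wells and 100% = no fluorescence left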
Target sequence (P55212 24-179 limits assumed): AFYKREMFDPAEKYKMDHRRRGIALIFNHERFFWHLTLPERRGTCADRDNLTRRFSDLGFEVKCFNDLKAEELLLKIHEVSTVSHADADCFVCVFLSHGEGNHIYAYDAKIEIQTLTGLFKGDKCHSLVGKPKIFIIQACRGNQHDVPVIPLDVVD
Target sequence (P55212 194-293 limits assumed): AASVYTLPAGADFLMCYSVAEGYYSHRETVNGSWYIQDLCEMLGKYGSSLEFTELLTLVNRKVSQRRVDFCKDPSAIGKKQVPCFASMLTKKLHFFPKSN
E-selectin induc – induces E-selectin expression in human endothelial cells; 260,000 tested, 0.37% active; HUVEC E-selectin immunofluorescence imaging; normalized: neutral wells 0, TNF-alpha wells 100; P16581; AID 686992; activation, % at 7.58 µM;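 active = mean E-selectin-positive cell signal at least 10% of the positive control, reached in at least 60% of replicates, without over 20% cell loss; inconclusive = no rule given, readout overlaps actives, possibly toxicity-flagged; inactive = the rest, including those meeting only one limit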;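 also: in these data hits start at about 27%; measured in HUVEC primary endothelial cells; signal is the percent of cells scored E-selectin positive by PE staining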
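Read-out: % PE-positive cells | Test system: HUVEC | Doses: One compound dose added by pin transfer | Buffer or medium: EGM-2 over gelatin coat | Signal: Immunofluorescence imaging | Benchmarks: TNF-alpha, DMSO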
ARNT TACC3 PPI – disrupts binding between human ARNT and TACC3; Q9Y6A5; inhibition, % at 9.99 µM; 390,000 tested, 0.66% active; AlphaScreen His-ARNT PAS-B/GST-TACC3 binding, luminescence; TACC3 fragment carries E629A point mutation;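 active = mean inhibition of replicates at least 50% and at least half of replicates each reaching 50%; inconclusive = half or more replicates reach 50% but mean below 50%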;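 also: 0% = complete ARNT plus TACC3 wells and 100% = ARNT alone without TACC3; many hits fall short of the cut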
An asterisk follows results filed as active; ? = inconclusive; · = not tested or not shown.

SMILES	ERp5 inh	PglD inh	RAD54 inh	RAD52 anneal inh	esBAF inh	Casp6 inh	E-selectin induc	ARNT TACC3 PPI
COc1ccc(C(=O)NCCS(=O)(=O)NC2CCCC2)cc1	8	0	-1	-13	-2	4	3.0	-9
CCOC(=O)N1CCC(NC(=O)CCC(=O)N2CCOc3ccc(C)cc32)CC1	·	-1	6	·	8	·	·	-16
COc1ccc(C(=O)COC(=O)CNC(=O)c2ccc(OC)cc2)cc1	3	-3	9	-13	-5	-3	·	-1
Cn1c(=O)cc(OCCCC(=O)NCCN2CCN(c3ccccc3F)CC2)c2ccccc21	-3	-6	4	-4	-5	-3	0.3	1
COc1ccc(CNC(=O)CN2C(=O)NC(c3ccccc3)(c3ccccc3)C2=O)cc1	4	1	0	-28	6	3	-0.1	-2
COc1cccc(Nc2nc(-c3ccc(O)cc3)cs2)c1	·	-1	5	·	36	·	·	-6
O=C(N/N=C/c1ccc(Cl)c([N+](=O)[O-])c1)c1ccc2nc[nH]c2c1	·	5	11	·	-11	·	·	2
O=C(NC1CCCC1)C(c1cccnc1)N(C(=O)c1ccco1)c1ccc(F)cc1 (centres undefined)	1	·	·	10	1	·	-0.2	-7
Cc1ccc(-c2nc(CSc3nc4ccccc4c(=O)n3CCO)cs2)cc1	-7	·	·	-24	·	1	0.1	-6
C[C@H]1CCCCO[C@@H](CN(C)S(=O)(=O)c2ccccc2)[C@@H](C)CN([C@@H](C)CO)C(=O)c2cc(NC(=O)c3ccccc3)ccc2O1	-2	-1	0	-79	8	1	·	10
CN(C)CC/C=C1/c2ccc(F)cc2Sc2ccc(Cl)cc21	-2	0	29	62*	·	5	-2.9	·
Cc1ccccc1NC(=O)COC(=O)COc1ccc2c(c1)CCC2	3	3	2	-7	-3	1	0.3	4
COC(=O)c1ccccc1NC(=O)Nc1cccc(C)n1	4	-1	-10	-14	-6	-5	·	·
CCOC(=O)N1CCN(S(=O)(=O)c2ccc(OC)c3ccccc23)CC1	·	6	-10	·	0	·	·	-5
CCCc1sc(N/N=C/c2ccccn2)nc1-c1ccc(F)cc1	·	-4	13	·	10	·	·	67*
CC(C)(C)OC(=O)NN1CC(=O)N2Cc3[nH]c4ccccc4c3C[C@H]2C1=O	2	-1	2	-10	2	0	?	5
O=C(CNc1cccc(S(=O)(=O)N2CCCC2)c1)Nc1ccc(F)c(F)c1	3	3	-7	-11	1	1	0.7	15
Cn1c(=O)[nH]c(=O)c2c1nc(CN1CCN(c3ccc(F)cc3)CC1)n2CCc1ccccc1	·	3	3	·	12	·	·	6
COC(=O)[C@]12CCCCC=C1N(Cc1ccccc1)C(=O)[C@H](CC(=O)NCCCN1CCCC1=O)C2	-5	·	·	-4	·	-6	-0.3	·
COc1ccc(/C=C2\SC(=O)N(CCNC(=O)Cc3coc4cc(OC)ccc34)C2=O)cc1	-4	-4	-6	2	·	2	-2.5	6
O=C(C[n+]1cccc(/C=N/O)c1)N1CCCc2ccccc21	3	·	·	-16	-8	-4	·	4
Nc1cc(S(=O)(=O)O)cc([N+](=O)[O-])c1O	-10	·	·	-11	·	59*	1.8	-1
O=C(CN=C1NS(=O)(=O)c2ccccc21)OCC(=O)c1ccccc1	-2	·	·	-11	·	1	3.3	-8
Cc1cc(=O)oc2cc(OCC(=O)N3CC[C@@]4(O)CCCC[C@H]4C3)ccc12	3	1	-13	-9	0	0	·	2
COc1cc(CNCc2ccc(C)cc2)cc(OC)c1OC	3	5	12	-20	-2	-3	0.2	-11
Next records
SMILES	ERp5 inh	PglD inh	RAD54 inh	RAD52 anneal inh	esBAF inh	Casp6 inh	E-selectin induc	ARNT TACC3 PPI
CCCNC(=O)NCc1ccc(N2CCCC2=O)cc1	·	-1	-5	·	-6	·	·	-3
O=C(CCl)Nc1ccc(N2CCCCCC2)cc1	-1	-3	12	41	9	-24	·	21
O=C(NC1CCN(Cc2ccccc2)CC1)c1ccccc1NS(=O)(=O)c1ccc(F)c(F)c1	9	3	2	-11	-4	-6	·	2
CC[C@]12c3[nH]c4ccc(Cl)cc4c3CCN1C(=O)[C@@H](CC(=O)NCc1cccc(C(F)(F)F)c1)C[C@@H]2C(=O)N1CCN(C(=O)c2ccco2)CC1	-4	-1	-12	-18	6	2	0.1	-3
CN(CC(=O)Nc1c(Cl)cccc1Cl)C(=O)CCCN1C(=O)c2ccccc2C1=O	·	2	5	·	-3	·	·	-20
O=C(COc1cccnc1[N+](=O)[O-])Nc1ccc(Cl)c(S(=O)(=O)N2CCOCC2)c1	1	1	-15	-3	-3	-7	·	2
CC1(C)Cc2cccc(OCC(=O)Nc3ccc(OCC(N)=O)cc3)c2O1	2	2	-5	-13	-6	-2	4.5	-2
Nc1nc(NCCc2ccccc2)nc(NCc2ccccc2)c1[N+](=O)[O-]	1	·	·	-7	·	-2	0.3	19
CN1CCN(C2CCN(c3cccc(Cl)c3)CC2)CC1CCO (centres undefined)	0	0	-14	-5	-8	-11	·	-1
CC(=O)NN1C(=O)c2ccc(Oc3cccc([N+](=O)[O-])c3)cc2C1=O	·	-1	13	·	3	·	·	-7
Cc1noc(C)c1S(=O)(=O)N(C)C[C@H]1OCc2ccccc2-c2c(n(C)c3ccccc23)C(=O)N([C@H](C)CO)C[C@H]1C	-2	-2	1	5	0	0	0.0	-4
CCOC(=O)c1ccc(NC(=O)CSc2nc(C)nc3c2c(=O)n(C)c(=O)n3C)cc1	-3	-7	1	-8	3	2	1.7	-5
O=C(Cc1c[nH]c2ccccc12)OCC(=O)c1ccccc1	4	-3	-3	-12	0	1	·	8
Cc1ccc(NC(=O)CCCn2nc(C)c3c(C)n(-c4ccccc4)nc3c2=O)c(Cl)c1	·	0	20	-7	-4	0	0.1	-6
CCOC(=O)Cc1c(C)c2c(O)cc(O)cc2oc1=O	·	11	-4	·	-4	·	·	-4
COc1ccc(S(=O)(=O)N(C)C[C@H]2OCCCC[C@@H](C)Oc3ccc(NC(=O)Nc4ccc(C(F)(F)F)cc4)cc3C(=O)N([C@H](C)CO)C[C@H]2C)cc1	2	1	-2	12	-1	2	0.4	1
CCOc1cc(NS(=O)(=O)c2ccc(NC(C)=O)cc2)c(OCC)cc1NC(=O)C(C)C	·	0	10	·	-3	·	·	-4
COc1ccccc1C(=O)Nc1ccc2c(c1)OCO2	·	5	1	·	9	·	·	2
CCOC(=O)COc1coc(CN2CCN(c3ccccc3)CC2)cc1=O	1	-6	-7	-1	-3	0	-0.1	-5
C=CCOCCN1C(=O)C2C3C=CC(C2C1=O)C1C2C(=O)N(CCOCC=C)C(=O)C2C31 (centres undefined)	1	·	·	-18	·	32	-0.1	-3
O=C(Nc1ccccc1NC(=O)C1CCCO1)c1ccco1 (centres undefined)	4	·	·	-14	·	1	1.6	0
CN(C)S(=O)(=O)Oc1ccccc1C(=O)Nc1ccc(F)cc1F	4	·	·	6	·	4	·	-4
COc1cc(NC(=O)COc2ccc(-n3cnnn3)cc2)c(OC)cc1Cl	·	-5	-6	·	8	·	·	-5
COc1cccc(C(=O)/C=C/Nc2ccc(S(=O)(=O)Nc3ncccn3)cc2)c1	1	·	·	-26	·	-2	0.4	-13
CCCCNC(=O)C1(C)CCN1C(=O)c1cccnc1Oc1ccccc1 (centres undefined)	4	8	6	-6	2	2	-0.1	·
(further entries)
SMILES	ERp5 inh	PglD inh	RAD54 inh	RAD52 anneal inh	esBAF inh	Casp6 inh	E-selectin induc	ARNT TACC3 PPI
C[C@@H]1CN([C@H](C)CO)C(=O)Cc2cc(NS(=O)(=O)c3cn(C)cn3)ccc2O[C@H]1CN(C)Cc1ccc(C(=O)O)cc1	9	-2	2	6	0	-1	-4.5	-10
CC1(C)CC(NC(=O)C2CCN(S(=O)(=O)c3ccc(Cl)c(C(F)(F)F)c3)CC2)CC(C)(C)N1	5	-9	4	-1	8	-10	·	·
CCOc1ccc(-c2ccc(SCC(=O)NCC3CCCO3)nn2)cc1 (centres undefined)	-5	·	·	-5	·	1	-0.1	0
Cc1ccc(S(=O)(=O)N2CCCCC2)cc1NC(=O)CSc1nnc(N)s1	0	·	·	-43	·	·	-0.3	2
O=C(OCC#CCSc1nnc(-c2cccc3ccccc23)o1)c1ccc2ccccc2c1	0	0	5	-19	7	2	-0.1	-4
C[C@H](CO)N1C[C@H](C)[C@H](CN(C)C(=O)Nc2ccc(F)cc2)Oc2c(NC(=O)c3ccncc3)cccc2C1=O	-4	-17	-8	7	1	2	0.1	·
O=[N+]([O-])c1ccc2c(c1)[nH]c(=S)n2-c1ccccc1	3	·	·	-1	·	2	·	25
Cc1oc2cc3oc(=O)c(CCC(=O)NC4CC4)c(C)c3cc2c1C	7	-2	2	-2	22	-3	·	·
Cc1ccc2nc(N3CCN(C(=O)c4cccs4)CC3)c(C#N)cc2c1	·	-1	-1	·	3	·	·	-5
CC(=O)c1cccc(N2C(=O)CC(N3CCN(S(=O)(=O)c4ccccc4F)CC3)C2=O)c1 (centres undefined)	-14	-1	-9	-16	-11	0	6.0	6
C[C@H](CO)N1C[C@H](C)[C@@H](CN(C)Cc2ccc3c(c2)OCO3)OCCCC[C@H](C)Oc2ccc(NS(=O)(=O)c3ccc(Cl)cc3)cc2C1=O	2	6	-9	46	-1	2	·	9
S=C(NCc1ccccc1)NCc1ccc(Cl)cc1	4	5	3	-11	-5	1	0.0	0
CC12CCC(=O)N1C(C(=O)Nc1ccc(Cl)c(S(=O)(=O)N3CCCCC3)c1)CS2 (centres undefined)	-2	·	·	-18	·	5	0.0	2
O=[N+]([O-])c1ccc(O)c(/C=N/Nc2ccccn2)c1	-1	5	1	-2	·	2	-0.7	61*
COc1cccc(CN2CCCCN3[C@H](C2)[C@H](c2ccc(-c4cccnc4)cc2)[C@@H]3CO)c1	0	0	10	36	4	2	-0.2	2
CCCN(CC(=O)Nc1ccccc1C)C(=O)c1cccc(S(=O)(=O)N2CCN(c3ccccc3)CC2)c1	0	·	·	-1	-6	3	·	-2
C[C@@H](C(=O)N1CCNCC1)n1cc(CCCN=C(N)N)nn1	-1	12	1	-9	10	-24	-0.1	-28
CCCCOC(=O)CSc1nnc(N)s1	·	2	-3	·	-9	·	·	3
COc1ccc(-c2cnc3c(c2)C(=O)N([C@@H](C)CO)C[C@H](C)[C@@H](CN(C)Cc2cccnc2)O3)cc1	0	0	3	12	-1	0	-0.5	108*
CC1=CCC[C@@H]2[C@@](C)(CC/C(C)=C/C(=O)O)[C@H](C)CC[C@@]12C	2	6	-7	-8	8	6	·	-9
CN(C)S(=O)(=O)c1ccc(NC(=O)N2CCOCC2)cc1	-1	·	·	-4	8	1	·	4
Cc1noc(C)c1NC(=O)Nc1ccc2c(c1)CC(=O)N([C@@H](C)CO)C[C@@H](C)[C@H](CN(C)Cc1ccccc1)O2	-1	4	-6	5	6	-1	0.7	12
CC(C)CCNC(=O)c1cc2c(=O)[nH]c3ccccc3c2s1	4	4	-7	-11	12	-3	0.0	3
CNc1snc(C)c1C(=O)OC(C)C(=O)Nc1cccc(OC)c1 (centres undefined)	-4	1	2	-16	3	1	-0.1	·
Cc1nn(-c2ccccc2)c2sc(C(=O)N(CC(=O)NC(C)(C)C)Cc3ccco3)cc12	·	-1	-1	·	-4	·	·	25
O=C(Cc1ccccc1)NNC(=O)C1CC=CCC1 (centres undefined)	-2	-5	13	-7	4	-3	0.1	6

Assay outcomes: PubChem BioAssay, Broad Institute
